# Spn MK inh: S. pneumoniae MK inhibitors, primary screen, biochemical, PK/LDH-coupled NADH absorbance; mevalonate kinase [Streptococcus pneumoniae D39]; purified MK, PK/LDH-coupled NADH absorbance 340 nm; inhibition, % at 10 µM; 65,000 compounds, 0.48% hits; AID 555, 2006;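 active = ranked among the strongest by inhibition in the single 10 µM screen, a fixed top-ranked set picked for dose follow-up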; note: no value below 0 was filed
# Bfl-1 inhibitors: Bfl-1 inhibitors, primary screen, biochemical, fluorescence polarization, FITC-Bid, mouse (AID 432) | one-dose displacement, % at 20 µM; IC50 in µM for titrated hits | Bcl-2-related protein A1 (Mus musculus) | FITC-Bid BH3 peptide fluorescence polarization displacement; higher % means a stronger effect | 64,000 compounds, 0.02% hits; in the data active = a potency from the dose series; inactive = the rest, 99 in 100 with displacement below about 15%; note: strong numbers were not always called active
# Alkaline phosphatase: human TNAP enzyme inhibitors, biochemical, luminescent (AID 518); Alkaline phosphatase, tissue-nonspecific isozyme (Homo sapiens); purified TNAP enzyme, luminescent substrate readout; higher % means a stronger effect; inhibition, % at 20 µM; hits with a dose series show IC50 in µM; 64,000 compounds, 0.09% hits; in the data active = a potency from the dose series; inactive = the rest, 99 in 100 with inhibition below about 22%;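 note: plate controls were vehicle for no effect and reference inhibitor for full effect; many of its hits are not listed in these tables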
# HPDE-C7K KRASV12: cytotoxicity in KRAS-transformed pancreatic duct cells, primary screen, cell-based, fluorescence, HTS (AID 431). cytotoxicity, % at 10 µM; hits with a dose series show EC50 in µM. 63,000 compounds, 1.7% hits. HPDE-C7K KRASV12 cells, Alamar Blue viability, 48 h; higher % means a stronger effect;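 active = compounds whose percent cytotoxicity in the single-dose primary screen, scaled between solvent and toxic-drug controls, exceeds 50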;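 note: 0% = DMSO solvent wells and 100% = doxorubicin-treated wells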
# Spn DPM-DC inh: S. pneumoniae DPM-DC inhibitors, primary screen, biochemical, PK/LDH-coupled NADH fluorescence. purified DPM-DC. 65,000 compounds, 0.49% hits. calls only at 10 µM. diphosphomevalonate decarboxylase (Streptococcus pneumoniae D39). AID 556, 2006;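 active = the 320 compounds with the highest percent inhibition in the single-dose primary screen, excluding strongly autofluorescent ones, cut at about 32% in these data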;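 note: kinetic rate of NADH fluorescence loss reporting ADP formed by the decarboxylase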
# LYP inhibition: LYP phosphatase inhibitors, primary screen, biochemical, DiFMUP fluorescence, recombinant catalytic domain, 10 µM (AID 606). recombinant LYP catalytic domain, DiFMUP fluorescence; higher % means a stronger effect. one-dose inhibition, % at 10 µM; IC50 in µM for titrated hits. 52,000 tested, under 10 active;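 active = IC50 under 40 µM in the dose-response test; inactive = IC50 of 40 µM or more, or never dose-tested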
# HPDE-C7 cytotoxicity: cytotoxicity in HPDE-C7 cells, cell-based, fluorescence, HTS (AID 430); HPDE-C7 pancreatic duct cells viability, fluorescence; higher % means a stronger effect; cytotoxicity, % at 10 µM, or EC50 in µM where a hit was titrated; 63,000 compounds, 1.8% hits;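 note: cells exposed to compound for 48 hours before viability readout; 0% = vehicle and 100% = reference cytotoxic drug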
# PMK inhibit: S. pneumoniae PMK inhibitors, primary screen, biochemical, mevalonate pathway, pilot trial included | phosphomevalonate kinase (Streptococcus pneumoniae D39) | purified PMK, PK/LDH-coupled NADH absorbance 340 nm | inhibition, % at 10 µM | 65,000 compounds, 0.49% hits | AID 539, 2006;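 active = top-ranked compounds by inhibition in the single 10 µM screen, taking a fixed number of the strongest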;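 note: 0% = full reaction with DMSO carrier and 100% = background rate without enzyme reaction; no value below 0 was filed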
# HT1080 cytotoxicity: cytotoxicity in HT1080 fibrosarcoma cells, cell-based, fluorescence readout (AID 620); 87,000 compounds, 0.42% hits; cytotoxicity, % at 10 µM; hits with a dose series show EC50 in µM; HT1080 viability, fluorescence; higher % means a stronger effect;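 note: cells exposed to compound overnight then 4 h with Alamar Blue; 0% = vehicle DMSO and 100% = killing control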
# PMK inhibit pilot replicates: recorded beside PMK inhibit, whose call it bears; inhibition, %; measured here: pilot screen replicates
# Spn MK inh pilot replicates: second read-out of Spn MK inh, no call of its own (marks repeat the call); inhibition, %; measured here: pilot screen replicates
# Spn DPM-DC inh pilot screen %: second read-out of Spn DPM-DC inh, no call of its own (marks repeat the call); inhibition, %; measured here: pilot screen trials
# An asterisk follows results filed as active; i = inactive; nt = no result given. Cut-off read from the data, not from the text of the source, unless noted: active = cytotoxicity above about 50%; inactive = the rest. The order is random. Share with any hit: about 3.3%.
SMILES,Spn MK inh,Bfl-1 inhibitors,Alkaline phosphatase,HPDE-C7K KRASV12,Spn DPM-DC inh,LYP inhibition,HPDE-C7 cytotoxicity,PMK inhibit,HT1080 cytotoxicity,others
Cc1ccc2[nH]c(=O)c(COC(=O)c3ccccn3)cc2c1,8,6%,12%,-12%,i,-4%,-4%,13,5%,
Cc1cnc(NC(=O)c2ccc(-c3nc4ccccc4s3)o2)s1,8,-5%,12%,-2%,i,nt,-20%,3,2%,
CCOC(=O)c1c(NC(=O)c2cccs2)sc(C)c1C,0,-7%,13%,0%,i,3%,0%,20,0%,PMK inhibit pilot replicates=1.5;Spn MK inh pilot replicates=0.0;Spn DPM-DC inh pilot screen %=3.5
CN1CCc2cc3c(c4c2C1CC41CCC(=NO)CC1)OCO3 (stereo not given),12,0%,12%,5%,i,14%,3%,7,-7%,
Cc1ccc2c(c1)-c1cc(C)nn1C(c1ccc3c(c1)OCO3)N2 (stereo not given),0,-5%,26%,18%,i,8%,15%,7,-5%,PMK inhibit pilot replicates=5.0;Spn MK inh pilot replicates=0.5;Spn DPM-DC inh pilot screen %=15
COc1cccc(OC)c1-c1nn2c(-c3ccccc3Cl)nnc2s1,3,-6%,13%,18%,i,3%,20%,1,6%,
O=C(c1cc2ccccc2oc1=O)N(Cc1ccco1)C1CCS(=O)(=O)C1 (stereo not given),6,-2%,15%,-12%,i,7%,4%,0,-16%,
Cc1cccc(C)c1NC(=O)C1(NC(=O)C2CCCN2C(=O)OC(C)(C)C)CCCCC1 (stereo not given),6,1%,2%,-1%,i,-1%,-4%,2,4%,
O=C1Cc2ccccc2C(=O)N1CCc1ccccc1,0,-1%,12%,-10%,i,6%,-14%,1,nt,
Cc1ccc(S(=O)(=O)c2c(C)nn(C(C)(C)C)c2OC(=O)C(C)(C)C)cc1,4,-2%,0%,-9%,i,9%,-8%,9,1%,
Cc1cc(C)nc(N2CCC(C(=O)NC3CCCc4ccccc43)CC2)n1 (stereo not given),17,-3%,8%,4%,i,-1%,5%,14,1%,
CCOC(=O)N1CCN(C(=O)CS(=O)(=O)c2cn(Cc3ccccc3C)c3ccccc23)CC1,4,-5%,4%,-1%,i,6%,-10%,0,-4%,
CCOC(=O)CC1=C(C(=O)OCC)C(c2cc(OC)c(OC)cc2OC)C(C#N)=C(N)O1 (stereo not given),8,-8%,9%,-10%,i,5%,4%,0,-10%,
CCCCNC(=O)CCC(=O)Nc1ccc2nc(N3CCOCC3)cc(C)c2c1,7,-7%,0%,-6%,nt,14%,-8%,8,8%,
O=C(NC1CCCCC1)c1cc(-c2ccco2)on1,0,-6%,10%,-2%,i,2%,-6%,17,6%,
COc1ccc(C(=O)NCCSc2ccccn2)cc1,5,-1%,8%,-13%,i,nt,-11%,0,-6%,PMK inhibit pilot replicates=0.0;Spn MK inh pilot replicates=1.0;Spn DPM-DC inh pilot screen %=5.0
COc1ccc(NC(=O)C2C(=O)N(C)C3(C)CC2c2ccccc2O3)cc1 (stereo not given),5,-8%,3%,-4%,i,4%,-11%,21,15%,
CCN(CCCNC(=O)CCc1nc(-c2ccc(C)cc2)no1)c1cccc(C)c1,8,-2%,11%,-7%,i,13%,-9%,9,26%,
O=C(C1CCCCC1)N1CCN(c2ccccc2F)CC1,19,-8%,1%,-6%,i,10%,-5%,0,1%,
O=C(Nc1ccc(OC(F)(F)F)cc1)c1cnc2n(c1=O)CCS2,5,-4%,16%,11%,i,7%,2%,6,3%,
CCOC(=O)Nc1cc(C)ccc1OC,2,-10%,5%,-13%,i,5%,6%,2,-1%,
CCOC(=O)c1c(C)n(C)c2ccc(OC(=O)c3ccoc3)cc12,0,1%,13%,nt,i,nt,nt,7,-8%,
CC1Cc2ccccc2C(=O)N1 (stereo not given),10,-2%,8%,0%,i,nt,5%,11,13%,
COc1cc(C(N)=O)cc(Br)c1OC,11,1%,6%,8%,i,-2%,3%,8,-1%,
COc1ccc(Cl)cc1C(=O)Nc1ccccc1N1CCN(C)CC1,13,2%,9%,36%,i,5%,15%,12,4%,
COc1ccc(N2C(=O)C3CCCN3C2c2ccc(F)cc2)cc1Cl (stereo not given),0,1%,17%,14%,i,nt,7%,13,21%,PMK inhibit pilot replicates=1.5;Spn MK inh pilot replicates=0.0;Spn DPM-DC inh pilot screen %=0.5
CC1(C)CC2(CC(C)(C)N1)OC(=O)N1CCc3ccccc3C12C (stereo not given),2,-5%,5%,3%,i,-10%,-4%,0,nt,
O=C(NCc1ccccc1Cl)C1CCN(C(=O)c2sccc2-n2cccc2)CC1,4,-7%,11%,-3%,i,7%,-19%,4,-14%,
N#Cc1cc(C(=O)c2cc(Br)ccc2O)cn(C2CC2)c1=O,4,9%,19%,11%,i,-11%,3%,20,-5%,
C=CCn1c(=N)c(C(=O)NCCCOC)cc2c(=O)n3cc(C)ccc3nc21,0,2%,12%,0%,nt,3%,5%,9,-3%,

# Taken from the listing (3 entries):
SMILES,Spn MK inh,Bfl-1 inhibitors,Alkaline phosphatase,HPDE-C7K KRASV12,Spn DPM-DC inh,LYP inhibition,HPDE-C7 cytotoxicity,PMK inhibit,HT1080 cytotoxicity,others
CCOC(=O)Nc1cc(C)ccc1OC,2,-10%,5%,-13%,i,5%,6%,2,-1%,
CCOC(=O)c1c(C)n(C)c2ccc(OC(=O)c3ccoc3)cc12,0,1%,13%,nt,i,nt,nt,7,-8%,
CC1Cc2ccccc2C(=O)N1 (stereo not given),10,-2%,8%,0%,i,nt,5%,11,13%,

# The listing continues.
SMILES,Spn MK inh,Bfl-1 inhibitors,Alkaline phosphatase,HPDE-C7K KRASV12,Spn DPM-DC inh,LYP inhibition,HPDE-C7 cytotoxicity,PMK inhibit,HT1080 cytotoxicity,others
c1ccc2c(-n3cccn3)cccc2c1,8,-2%,7%,2%,i,nt,-5%,8,27%,
O=C(CSc1nc2c(sc3ccccc32)c(=O)n1Cc1ccco1)NCC1CCCO1 (stereo not given),16,6%,-1%,5%,i,8%,-15%,12,4%,PMK inhibit pilot replicates=4.0;Spn MK inh pilot replicates=0.0;Spn DPM-DC inh pilot screen %=0.0
Cc1cc(NC(=O)CCCC(=O)N(CC(=O)NC2CCCCC2)c2ccccc2)no1,4,-9%,3%,2%,i,nt,-4%,13,5%,
CCC(=O)Nc1ccc(C(=O)Cn2nc(C(=O)O)c3ccccc3c2=O)cc1,5,-1%,4%,-4%,i,1%,-3%,12,-7%,
COc1nnc(OC)c2ccccc12,4,-11%,0%,-4%,i,nt,-15%,24,nt,
CCCS(=O)(=O)NCCc1cc2c(OC)ccc(OC)c2[nH]c1=O,9,-6%,0%,-2%,i,9%,-7%,18,9%,
CCN(CC)S(=O)(=O)c1cccc(-c2nnc(SCC(=O)c3cc(C)n(C)c3C)o2)c1,0,-1%,12%,10%,i,nt,9%,12,-6%,
O=C(C1CCC(=O)N1Cc1cccnc1)N1CCN(c2ccc(F)cc2)CC1 (stereo not given),3,-6%,11%,5%,i,-6%,11%,0,-14%,
CCCCn1c(SCC(=O)N2CCC(C(=O)OCC)CC2)nc2cc(S(N)(=O)=O)ccc21,3,-2%,5%,-13%,i,6%,-24%,0,7%,
Cn1ccnc1SC(=O)N1c2ccccc2Sc2ccccc21,0,-2%,8%,14%,i,-4%,12%,13,nt,
CCOC(=O)N1CC=C2C(C#N)=C(N)C(C#N)(C#N)[C@H](c3ccccc3OCC)[C@H]2C1,13,8%,12%,nt,i,10%,nt,8,-10%,
N#Cc1nc(COc2ccc(Br)cc2)oc1NCCCn1ccnc1,7,-7%,2%,43%,i,8%,32%,6,-5%,
Cc1nc(NC(C)c2ccccc2)c2oc3ccccc3c2n1 (stereo not given),8,0%,11%,7%,i,0%,-10%,17,-4%,
COc1ccc(Nc2nccc3c2nnn3C)cc1,9,-4%,13%,16%,i,9%,16%,2,0%,
N#CCn1c(C2CCCCC2)nc2ccccc2c1=O,0,-7%,8%,nt,i,10%,nt,14,-3%,
CNC(=O)CCC(=O)Nc1ccc(C(=O)OC)cc1,4,-3%,2%,-12%,i,5%,-13%,0,0%,
Cc1cnc(NC(=O)CN2CCN(c3ccccn3)CC2)s1,4,-1%,5%,-2%,i,15%,3%,6,8%,
O=C(NCc1cccnc1)c1cccc(C(F)(F)F)c1,0,-7%,-4%,-9%,i,nt,-4%,3,-1%,PMK inhibit pilot replicates=4.0;Spn MK inh pilot replicates=0.0;Spn DPM-DC inh pilot screen %=0.0
O=C(CN1CCN(CCC(=O)Nc2ccccc2F)CC1)Nc1ccc(Cl)cc1,10,-2%,7%,0%,i,nt,-2%,15,1%,
O=C(NC1CCCC1)C(c1ccccn1)N(C(=O)c1csnn1)C1CC1 (stereo not given),9,-2%,11%,-9%,i,nt,5%,11,24%,
O=C(Nn1cnnc1)c1ccccc1-c1ccccc1,15,1%,4%,2%,i,4%,0%,11,23%,
CC(=O)Nc1cccc(Oc2nc(C)cc(C)c2C#N)c1,5,2%,15%,13%,i,-5%,12%,2,0%,PMK inhibit pilot replicates=3.5;Spn MK inh pilot replicates=2.0;Spn DPM-DC inh pilot screen %=3.5
Cc1cc(C)n(-c2ccc(C(=O)OCn3nnc4ccccc4c3=O)cc2)n1,0,-3%,1%,-16%,i,nt,-18%,14,-3%,
CC1CCN(C(=O)C2CCN(C(=O)c3cc4sccc4n3Cc3ccc(F)cc3)CC2)CC1,9,2%,2%,4%,i,nt,5%,14,-7%,
COC(=O)c1cc(Br)c(=O)n(-c2nccs2)c1,0,-4%,21%,0%,i,nt,-15%,5,6%,PMK inhibit pilot replicates=4.5;Spn MK inh pilot replicates=0.0;Spn DPM-DC inh pilot screen %=1.0
Cc1oc(-c2ccc(Cl)cc2)[n+]([O-])c1C,10,-1%,8%,0%,i,0%,-12%,1,-9%,
CCN1C(=O)C(CC(=O)NCc2ccc(Cl)cc2)N(CC)C1=O (stereo not given),13,-5%,4%,0%,i,nt,-4%,5,-11%,
Cc1csc2nc(CSc3ccc(Cl)cc3)cn12,14,-3%,24%,-6%,i,7%,-11%,0,-1%,PMK inhibit pilot replicates=0.5;Spn MK inh pilot replicates=0.0;Spn DPM-DC inh pilot screen %=0.0
COc1ccc(C(=O)NCc2cn3ccsc3n2)cc1OC,8,1%,6%,10%,i,nt,1%,0,4%,
CCOC(=O)N1CCN(C(=O)c2ccc3c(c2)sc2nc(-c4ccccc4)cn23)CC1,11,-8%,12%,6%,i,16%,3%,12,0%,
CCC(=O)n1nc(-c2ccccc2)nc1NCc1ccccc1,2,-1%,7%,-11%,i,6%,-15%,3,8%,

# Assay outcomes (PubChem)
